Pol kappa inh – qHTS for Inhibitors of Polymerase Kappa. DNA polymerase kappa (Homo sapiens), Q9UBT6. purified Pol kappa, fluorescent DNA synthesis assay, 10 min. Potency, µM (top dose mostly 107 µM), inactives show at the top dose activity, negative = inhibition, usual class: inhibitors. actives 0.53% (n = 400,000). AID 588579, 2011; further: on the % scale 0 is the no-effect control and ±100 the full control effect
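Kinetic fluorescence readout at 0 and 10 min followed reaction start with substrate at 50 nM final. Beforehand, enzyme (10 nM Pol kappa) stood 15 min with compound at room temperature; buffer-only wells were negative controls.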
Pol beta inh – qHTS Assay for Inhibitors of DNA Polymerase Beta | P06746 | Pol beta primer extension/strand displacement, fluorescence kinetic | Potency, µM (titrated, usually from 114 µM), for inactives: at the highest dose activity change, negative = inhibition, hits mostly inhibitors | actives 1.3% (n = 340,000); further: on the % scale 0 is the no-effect control and ±100 the full control effect
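Preincubation: enzyme (10 nM) with compound, 15 min, RT. Reaction: substrate added to 50 nM final. Reads: 0 and 10 min. Analysis: normalized, Hill fit.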
Pol iota inh – qHTS for Inhibitors of Polymerase Iota. DNA polymerase iota (Homo sapiens), Q9UNA4. Pol iota fluorescent replication assay, 10 min. Potency, µM (highest dose often 115 µM), without a hit: top-dose activity, negative = inhibition, most hits filed as inhibitors. actives 1% (n = 390,000)
Target sequence (Q9UNA4 whole entry, looked up): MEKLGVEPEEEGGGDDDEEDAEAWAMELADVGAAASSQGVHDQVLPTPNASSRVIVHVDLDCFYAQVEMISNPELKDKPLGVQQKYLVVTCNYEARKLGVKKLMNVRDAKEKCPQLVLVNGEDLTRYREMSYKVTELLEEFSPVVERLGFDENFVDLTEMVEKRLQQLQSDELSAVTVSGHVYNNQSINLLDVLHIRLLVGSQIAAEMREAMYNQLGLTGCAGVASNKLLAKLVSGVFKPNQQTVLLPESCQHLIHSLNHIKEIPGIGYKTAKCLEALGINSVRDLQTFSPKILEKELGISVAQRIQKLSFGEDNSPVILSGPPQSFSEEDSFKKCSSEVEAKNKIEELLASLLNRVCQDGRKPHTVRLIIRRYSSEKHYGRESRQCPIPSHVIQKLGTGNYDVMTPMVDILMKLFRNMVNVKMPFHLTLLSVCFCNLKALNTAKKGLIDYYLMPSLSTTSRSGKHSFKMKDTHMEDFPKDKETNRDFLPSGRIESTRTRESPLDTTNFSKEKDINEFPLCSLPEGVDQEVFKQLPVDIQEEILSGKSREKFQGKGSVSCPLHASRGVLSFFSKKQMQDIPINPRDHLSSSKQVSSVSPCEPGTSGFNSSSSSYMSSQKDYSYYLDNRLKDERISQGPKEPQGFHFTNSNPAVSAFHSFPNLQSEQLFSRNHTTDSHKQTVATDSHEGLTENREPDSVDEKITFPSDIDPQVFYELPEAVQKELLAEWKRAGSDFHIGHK
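Pol iota at 10 nM preincubated 15 min with compounds at room temperature; reaction started with fluorescent substrate, 50 nM final. Fluorescence read kinetically at 0 and 10 min; buffer-only wells as negative control.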
POLH inh – qHTS for Inhibitors of Polymerase Eta; Potency, µM (top dose mostly 114 µM), without a hit: at the highest dose activity change, negative = inhibition, hits mostly inhibitors; DNA polymerase eta (Homo sapiens), Q9Y253; actives 1.2% (n = 390,000); recombinant Pol eta, fluorescent DNA replication assay; further: on the % scale 0 is the no-effect control and ±100 the full control effect
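Pol eta at 10 nM preincubated with compounds 15 min at room temperature; reaction started with fluorescent substrate (50 nM final) and read kinetically at 0 and 10 min.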
G9a inh – qHTS Assay for Inhibitors of Histone Lysine Methyltransferase G9a. Histone-lysine N-methyltransferase EHMT2 (Homo sapiens), Q96KQ7. G9a H3K9 monomethylation, AlphaScreen, 2 h. Potency, µM (top dose mostly 102 µM), for inactives: at the top dose activity, negative = inhibition, hits mostly inhibitors. actives 8.8% (n = 350,000). AID 504332, 2011; further: on the % scale 0 is the no-effect control and ±100 the full control effect; nearly all actives have a fitted effect of over 75% in size
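Methyltransferase reactions run at room temperature for 2 h (20 nM enzyme, 500 nM biotin-H3K9 peptide, 20 uM SAM) after a 15 min compound preincubation; product detected by AlphaScreen beads and anti-H3K9me1 antibody.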
BAZ2B block – qHTS Assay for Inhibitors of BAZ2B; AlphaScreen BAZ2B-H3K14Ac peptide displacement; AID 504333, 2011; Potency, µM (series often up to 114 µM), for inactives: top-dose activity change, negative = inhibition, usual class: inhibitors; actives 4.4% (n = 360,000); Bromodomain adjacent to zinc finger domain protein 2B (Homo sapiens), Q9UIF8; further: on the % scale 0 is the no-effect control and ±100 the full control effect; nearly all actives have a fitted effect of over 60% in size
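BAZ2B (50 nM) with biotin-H3(5-23)K14Ac peptide (50 nM) in PBS pH 7.4, 0.01% Tween-20, preformed 30 min, then compound 30 min at room temperature; top concentration 110uM. AlphaScreen streptavidin donor/nickel chelate acceptor beads (10 ug/mL final), 20 min dark, signal read.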
Anesthetic bind – qHTS Assay for Identification of Novel General Anesthetics; Ferritin light chain (Equus caballus), P02791; AID 485281, 2010; apoferritin/1-aminoanthracene competitive binding, fluorescence; Potency, µM (highest dose often 77.5 µM), without a hit: at the top dose activity change, negative = displacement, usual class: inhibitors; actives 0.074% (n = 350,000); further: on the % scale 0 is the no-effect control and ±100 the full control effect; nearly all actives have a fitted effect of over 20% in size
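10 uM apoferritin + 50% sat. 1-AMA, PBS; cpd 10 min RT; Ex380/Em535 endpoint; normalized to free probe vs complex; 4-param Hill fit; propofol titration as pos. ctrl.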
BLM helicase inh – qHTS Assay for Inhibitors of Bloom's syndrome helicase (BLM); RecQ-like DNA helicase BLM (Homo sapiens), P54132; recombinant BLM DNA unwinding, fluorescence dequenching; Potency, µM (titrated, usually from 56.1 µM), for inactives: top-dose activity change, negative = inhibition, actives largely listed as inhibitors; actives 0.2% (n = 350,000); AID 2528, 2010;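 further: plate controls were vehicle for no effect and no enzyme for full effect; nearly all actives have a fitted effect of over 35% in size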
APEX1 inh – qHTS Assay for Inhibitors of the Human Apurinic/apyrimidinic Endonuclease 1 (APE1); recombinant APE1, TAMRA/BHQ-2 abasic DNA cleavage fluorescence; Potency, µM (titrated, usually from 65.8 µM), for inactives: at the top dose activity change, negative = inhibition, hits mostly inhibitors; AID 2517, 2012; DNA repair nuclease/redox regulator APEX1 (Homo sapiens), P27695; actives 0.35% (n = 350,000);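 further: plate controls were vehicle for no effect and reference inhibitor for full effect; nearly all actives have a fitted effect of over 55% in size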
Target sequence (P27695 whole entry, looked up): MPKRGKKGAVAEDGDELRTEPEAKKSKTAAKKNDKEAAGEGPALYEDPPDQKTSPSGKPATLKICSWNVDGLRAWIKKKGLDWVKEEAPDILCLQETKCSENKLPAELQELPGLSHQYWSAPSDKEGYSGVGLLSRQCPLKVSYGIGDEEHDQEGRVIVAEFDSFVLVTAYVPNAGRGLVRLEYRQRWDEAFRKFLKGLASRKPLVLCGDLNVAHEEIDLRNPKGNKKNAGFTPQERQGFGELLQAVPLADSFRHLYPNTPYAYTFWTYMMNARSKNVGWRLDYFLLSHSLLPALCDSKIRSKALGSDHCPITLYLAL
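Quantitative HTS: incision of a TAMRA/BHQ-2 double-stranded substrate bearing a tetrahydrofuran abasic site by 0.75 nM APE1 raises fluorescence. Substrate 50 nM final, added after 15 min compound preincubation at room temperature; progress as third-minus-first kinetic read difference.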
Numbers without * were called inactive; ? = inconclusive; . = no result given; & = joins results of further samples; [ ] = dose if it differs, or a comment. The call rests on the fitted dose curve; in most records, active means well fitted curve in the direction sought with a large enough effect; inconclusive means small, poorly fitted or top-dose-only effect, or another doubt; inactive means no such curve, though single readings can be large; an effect the other way counts as inactive or inconclusive. Potency means the concentration at half of the fitted maximal effect.

SMILES	Pol kappa inh	Pol beta inh	Pol iota inh	POLH inh	G9a inh	BAZ2B block	Anesthetic bind	BLM helicase inh	APEX1 inh
Cc1noc(C)c1S(=O)(=O)N(CC(=O)NCCc1ccc(Cl)cc1)c1ccc(C(C)C)cc1	-1%	1%	26%	-29%	1µM*	.	-14%	-1%	.
O=C(Nc1cccnc1)c1cccc(S(=O)(=O)N2CCCC2)c1	16%	-22%	17%	-4%	36%[activator]	-2%	-15%	-4%	5%
COc1ccc(-c2c(-c3ccc4c(c3)OCO4)noc2C)cn1	-19%&-21%	-25%	-11%&-14%	-4%	.	-2%	-9%	-1%	6%
CC(=O)c1ccccc1NC(=O)CSc1nc2ccccc2c(=O)n1CCCN1CCOCC1	-8%	.	81%[activator]	0%	.	.	.	.	3%
COc1ccc(OCC(=O)Nc2ccccc2Cl)cc1	-1%	18µM*	24%	-3%	7%	50µM*	-23%	-12%	2%
CS(=O)(=O)N1CCC(C(=O)Nc2ccccc2Sc2ccccc2)CC1	-21%	2%	2%	7%	-2%	-5%	0%	-5%	-3%
Cc1cc(NC(=O)c2ccc(NC(=O)CC(C)C)cc2)no1	0%	3%	-8%	-9%	17%	6%	-7%	-4%	6%
O=C(Cn1c(=O)n(CCC(=O)N2CCc3ccccc3C2)c(=O)c2ccccc21)NCC1CCCO1 (stereo unspecified)	1%	-19%	30%[activator]	-16%	-25%[12.7 µM]	10%	-2%	-7%	-11%
O=C(CN1CCN(c2ccccn2)CC1)N1CCc2ccccc21	-4%	13%	32%[activator]	-11%	3%[59 µM]	-3%	-6%	3%	8%
Cc1ccnc(NS(=O)(=O)c2ccc(NC(=O)Cc3ccc(Cl)cc3)cc2)n1	-3%	50%	12%	-6%	-5%	-1%	-1%	-3%	15%
Cc1ccc2[nH]c(CCN(C)C)c(CN3CCOCC3)c2c1	-5%	.	-6%	-8%	23%[12.7 µM]	0%	.	.	21%
O=C(c1ccc2nccnc2c1)N1CCN(c2cccc(C(F)(F)F)c2)CC1	10%	.	-20%	-17%	6%[2.33 µM]	-2%	.	.	-10%
CC1=C([N+](=O)[O-])C(c2ccc3c(c2)OCO3)N(C)C(=O)N1C (stereo unspecified)	-14%	-1%	28%	-15%	8%[59 µM]	-37%	2%	-6%	2%
Cn1c(=O)n(Cc2ccco2)c(=N)c2c3c(sc21)CCC3	-16%	-4%	?	-7%	-2%[59 µM]	?	?	-4%	3%
COc1cccc(/C=C/C(=O)OCC(=O)Nc2cccc(S(=O)(=O)N3CCCCC3)c2)c1OC	-15%	2%	1%	-12%	71µM*	-3%	-22%	-6%	?
CC1CN(CCn2cnc3c(N)ncnc32)CC(C)O1 (stereo unspecified)	2%	0%	97%[activator]	-12%	19%[59 µM]	2%	2%	-3%	1%
Cc1ccc(C2(C)NC(=O)N(CC(=O)Nc3ccc(-c4nc5ccc(C)cc5s4)cc3)C2=O)cc1 (stereo unspecified)	-6%	-8%	-8%	37%[activator]	21%[59 µM]	4%	4%	-3%	-2%
COc1ccc(NC(=O)CN2C(=O)CSc3ccc(S(=O)(=O)N4CCC(C)CC4)cc32)cc1	2%	16%	12%	-22%	-5%[59 µM]	-17%	-16%	-4%	12%
CCc1ccc(OCC(=O)Nc2ccc(CN3CCCCC3)cc2)cc1	-18%	-1%	-20%	-2%	-4%	-4%	-24%	-3%	4%
CCN(CC(=O)Nc1ccccc1OC)C(=O)Cn1cnc2ccccc2c1=O	-12%	10%	8%	-1%	-2%[59 µM]	1%	-13%	-1%	-7%
CN(C)S(=O)(=O)c1ccc(C(=O)Nc2nnc(SCC(=O)NCC3CCCO3)s2)cc1 (stereo unspecified)	-5%	20%	2%	-8%	33%	-9%	-7%	-9%	3%
COc1ccc(CCNC(=O)CSc2nc3[nH]ncc3c(=O)n2-c2ccccc2Br)cc1OC	-4%	-19%	6%	-3%	-36%	.	-9%	-10%	-2%
O=C(CSc1nnc(CNc2cccc(Cl)c2)o1)OC1CCCCC1	-8%	5%	?	-12%	37%[activator][59 µM]	15%	?	-8%	-4%
NC(=O)C1(N2CCCCC2)CCN(c2nc(-c3ccc(Br)cc3)cs2)CC1	-4%	8%	18%	-7%	-16%	-1%	-9%	-5%	6%
COc1ccc(-n2c(CC3C(=O)N(C)c4ccc(C)cc43)nc3ccccc3c2=O)cc1 (stereo unspecified)	2%	4%	6%	.	0%[59 µM]	-30%	-22%	2%	.
CC1CCC(NC(=O)c2ccc(/C=C3\Oc4ccccc4N(C)C3=O)cc2)CC1 (stereo unspecified)	.	8%	.	.	-6%	11%	66%[activator]	-16%	23%
CC(C)N=C(NS(=O)(=O)c1ccc(Br)cc1)c1ccc(Cl)cc1	-11%	7%	-21%	-8%	-9%[0.501 µM]	8%	-2%	-3%	-9%
CCCCNC(=O)COC(=O)c1ccc(N(C)C)cc1	-6%	10%	3%	-6%	-2%	-14%	-11%	-1%	-1%
COc1ccc2cc(C(=O)COC(=O)COc3ccc4c(C)cc(=O)oc4c3)ccc2c1	-8%	9%	6%	1%	-65%[59 µM]	-5%	-6%	0%	0%
N#Cc1cc2c(nc1SCC(=O)Nc1nccs1)CCCCC2	-11%	-16%	-7%	-4%	7%[12.7 µM]	-3%	-11%	-2%	3%
CC(C)N(C(=O)[C@H]1C[C@H](CC(=O)NCC23CC4CC(CC(C4)C2)C3)C(=O)N2CCc3c([nH]c4cc(CCC(=O)N(C)C)ccc34)[C@]12C)C(C)C	-13%	.	14%	-12%	.	.	.	.	-21%
O=C(CSc1ccc2nnc(-c3cccnc3)n2n1)Nc1cccc(F)c1	-2%	7%	24%	-28%	?	-19%	-11%	4%	14%
COc1ccccc1CC(=O)Nc1cc(Cl)ccc1O	6%	-12%	-4%	-8%	-30%[59 µM]	-14%	?	-6%	-4%
Cc1ccc(N(C)C(=O)CN(C)S(=O)(=O)c2ccc3c(c2)n(C)c(=O)c(=O)n3C)cc1	1%	-5%	14%	-16%	33%	20%	5%	-1%	-13%
CCOc1c(C)cnc2c1c(=O)n(Cc1cccc(Cl)c1)c(=O)n2C	6%	4%	?	-10%	52%[activator]	8%[57.1 µM]	4%	-2%	64%[activator]
CC(C)n1c(=O)n(CC(=O)NCC2CCCO2)c(=O)c2c3c(sc21)COC(C)(C)C3 (stereo unspecified)	2%	14%	-14%	3%	-2%	1%	-8%	1%	24%
CCOC(=O)C(C)Sc1nnc(-c2ccccc2O)n1-c1ccc(C)cc1 (stereo unspecified)	-6%	22%	14%	0%	-36%	-5%	?	-6%	-2%
COC(=O)CCN(C(=O)c1c(C)oc2ncnc(N3CCOCC3)c12)c1ccccc1	3%	4%	-4%	-14%	1%[59 µM]	16%[57.1 µM]	1%	-1%	.
CCOC(=O)C1CCN(c2c(N3CCN(c4ccccc4OC)CC3)c(=O)c2=O)CC1	1%	5%	36%	-5%	27%	-4%	-10%	3%	11%
Cc1ccc(CS(=O)Cc2ccc(C(=O)N3CCN(c4ccc(F)cc4)CC3)o2)cc1 (stereo unspecified)	2%	30%	23%	-5%	-6%	-24%	-10%	0%	47%[activator]

Compounds listed so far with fluorine, in the order listed:
SMILES	Pol kappa inh	Pol beta inh	Pol iota inh	POLH inh	G9a inh	BAZ2B block	Anesthetic bind	BLM helicase inh	APEX1 inh
O=C(c1ccc2nccnc2c1)N1CCN(c2cccc(C(F)(F)F)c2)CC1	10%	.	-20%	-17%	6%[2.33 µM]	-2%	.	.	-10%
O=C(CSc1ccc2nnc(-c3cccnc3)n2n1)Nc1cccc(F)c1	-2%	7%	24%	-28%	?	-19%	-11%	4%	14%
Cc1ccc(CS(=O)Cc2ccc(C(=O)N3CCN(c4ccc(F)cc4)CC3)o2)cc1 (stereo unspecified)	2%	30%	23%	-5%	-6%	-24%	-10%	0%	47%[activator]

Continued.
SMILES	Pol kappa inh	Pol beta inh	Pol iota inh	POLH inh	G9a inh	BAZ2B block	Anesthetic bind	BLM helicase inh	APEX1 inh
CN1/C(=C\C(=O)CSc2nnc(N)s2)C(C)(C)c2ccccc21	-4%	27%	40%	-16%	20%[59 µM]	-2%	-1%	-1%	1%
CC[C@H](C)[C@H](NC(=O)[C@H](Cc1ccc(O)cc1)NC(=O)[C@@H]1CCCN1C(=O)[C@H](CCCN=C(N)N)NC(=O)[C@H](CCCN=C(N)N)NC(=O)[C@@H]1CCCN1C(=O)[C@H](CCCCN)NC(=O)[C@H](CC(N)=O)NC(=O)[C@H](CCC(N)=O)NC(=O)[C@H](Cc1ccc(O)cc1)NC(=O)[C@H](CC(C)C)NC(=O)[C@@H]1CCC(=O)N1)C(=O)N[C@@H](CC(C)C)C(=O)O	16%[60.1 µM]	.	.	.	.	.	3%	3%	-4%
O=C(O)CCCCCNc1ncnc2ccc(Br)cc12	-14%	0%	-21%	-2%	4%	13%	-6%	-3%	-1%
CCOc1ccc(C(=O)C(C)OC(=O)C2CCN(c3ccc(C(F)(F)F)cn3)CC2)cc1 (stereo unspecified)	-9%	.	-12%	-23%	56µM*	16%	.	.	-11%
O=C1Nc2ccc([N+](=O)[O-])cc2C1(O)N1CCCCC1 (stereo unspecified)	-10%	6%	18%	-1%	-2%[59 µM]	10%	?	0%	2%
CCOc1ccc(CCNC(=O)c2cnc(C)cn2)cc1OCC	7%	66%	4%	-7%	31%	-5%	-4%	0%	3%
O=C(Nc1ccc(N2CCCCC2)cc1)c1ccc([N+](=O)[O-])o1	?	40µM*	40µM*	50µM*	40µM*	28µM*	-8%	-21%	22%

Assay outcomes deposited in PubChem by National Center for Advancing Translational Sciences (NCATS).

A portion of the library, so the mix of outcomes need not match the whole.
